Screens: PubChem, several laboratories
Diaph inh CS: diaphorase inhibitors and chemical oxidizers, primary screen, counter-screen for diaphorase-coupled primary assays, biochemical, uHTS, resorufin fluorescence; diaphorase resazurin-to-resorufin fluorescence, NADH, 16 min; bacterial (C. kluyveri) enzyme, not human; inhibition, % at 20 µM; 190,000 tested, 0.69% active; AID 1217, 2008;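 active = primary screen inhibition at 20 µM above a set limit, cut at about 50% in these data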;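 note: plate controls were DMSO with full reaction for no effect and wells lacking NADH for full effect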
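Test system: Clostridium kluyveri diaphorase enzyme / Quantity: diaphorase at 0.14 U/mL in enzyme working solution / Incubation: 16-min room-temperature incubation before reading / Benchmarks: NADH-free wells as positive control, DMSO-only neutral wells / Signal: resorufin fluorescence 544/590 nm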
FLuc act counter: FLuc activators, initial screening, artefact control for FLuc-dependent activation tests, biochemical, ATPlite luminescence. 200,000 tested, under 10 active. activation factor at 10 µM. Luciferin 4-monooxygenase (Photinus pyralis), P08659. ATPlite luciferase biochemical, 10 min; 0 = ATP-free wells, 1 = DMSO control;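 active = luciferase activation factor, scaled between plate controls, of at least 2 with compound at 10 µM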
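Assay system – cell-free luciferase reagent · Medium – PBS-based ATP solution · Dosing – test compounds dosed from 2 mM stocks in 100% DMSO · Timing – 10 min, room temperature · Technique – light output (luminescence) · Measure – luminescence gain marking luciferase activators · Controls – No-ATP low control, compound-free enzyme-plus-ATP high control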
TNAP inh noacc: human TNAP enzyme inhibitors, primary screen, biochemical, luminescent, no phosphate acceptor, uHTS; Alkaline phosphatase, tissue-nonspecific isozyme (Homo sapiens), P05186; purified TNAP, CDP-star luminescence, 30 min; inhibition, % at 20 µM; 200,000 tested, 0.26% active; AID 1012, 2008;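 active = tissue-nonspecific alkaline phosphatase inhibition above about 50% at 20 µM in the single-dose screen, limit read from the data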;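 note: 0% = DMSO negative control and 100% = EDTA positive control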
Target sequence (P05186 whole entry, looked up): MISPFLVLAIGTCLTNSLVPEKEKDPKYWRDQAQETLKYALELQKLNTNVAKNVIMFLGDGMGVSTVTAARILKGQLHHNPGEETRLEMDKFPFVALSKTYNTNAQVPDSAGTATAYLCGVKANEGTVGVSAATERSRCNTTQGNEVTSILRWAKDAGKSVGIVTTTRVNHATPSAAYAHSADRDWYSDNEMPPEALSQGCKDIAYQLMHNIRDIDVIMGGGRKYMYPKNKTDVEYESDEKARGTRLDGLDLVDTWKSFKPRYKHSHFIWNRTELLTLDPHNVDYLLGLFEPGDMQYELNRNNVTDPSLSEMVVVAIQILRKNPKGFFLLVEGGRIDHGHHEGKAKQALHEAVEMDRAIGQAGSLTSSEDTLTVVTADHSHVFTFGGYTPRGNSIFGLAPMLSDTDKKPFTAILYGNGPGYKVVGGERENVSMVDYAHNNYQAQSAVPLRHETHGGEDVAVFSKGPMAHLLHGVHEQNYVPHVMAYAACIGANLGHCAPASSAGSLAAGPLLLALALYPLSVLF
HMGR II inh: inhibitors of E. faecalis class II HMGR, primary screen, biochemical, Enterococcus faecalis. HMG-CoA reductase (Enterococcus faecalis, mvaE). purified E. faecalis HMGR, NADPH absorbance 340 nm kinetic. inhibition, % at 10 µM. 190,000 tested, 0.41% active. AID 1066, 2008;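 active = inhibition above a set limit, the median over all tested compounds plus 3 SD, cut at about 9.5% in these data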;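 note: enzyme runs in reverse so mevalonate oxidation gives rising NADPH absorbance; 0% = complete reaction with DMSO and 100% = background rate lacking mevalonate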
PMI act hi M6P: human PMI activators, high substrate, primary screen, biochemical, fluorescence intensity, near-saturating mannose 6-phosphate; coupled PMI enzyme assay, resazurin fluorescence, 20 min; stronger effect = higher value; 1 = untreated enzyme, 0 = substrate-free blank; activation factor at 20 µM; 190,000 tested, 0.34% active; AID 1216, 2008;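 active = activation factor of 2 or more at 20 µM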
Target sequence (P34949 whole entry, looked up): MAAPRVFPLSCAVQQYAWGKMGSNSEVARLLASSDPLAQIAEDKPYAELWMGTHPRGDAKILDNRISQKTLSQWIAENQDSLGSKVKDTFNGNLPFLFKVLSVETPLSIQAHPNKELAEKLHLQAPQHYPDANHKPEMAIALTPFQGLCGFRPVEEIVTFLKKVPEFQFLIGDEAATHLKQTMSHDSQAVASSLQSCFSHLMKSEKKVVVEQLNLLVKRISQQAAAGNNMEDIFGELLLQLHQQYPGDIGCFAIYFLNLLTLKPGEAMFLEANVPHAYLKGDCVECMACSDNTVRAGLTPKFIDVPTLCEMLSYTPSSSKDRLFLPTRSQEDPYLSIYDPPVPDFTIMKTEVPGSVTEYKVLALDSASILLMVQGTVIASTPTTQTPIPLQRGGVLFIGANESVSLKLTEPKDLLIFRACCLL
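assay system = human phosphomannose isomerase with PGI, G6PDH, diaphorase coupling enzymes | quantity = 15 ng/mL PMI | incubation = enzyme reaction with compound 20 min at room temperature | medium = HEPES pH 7.4 buffer with MgCl2 and Tween-20 | compound dosing = one concentration, 20 µM, in 1% DMSO | measured by = Diaphorase-driven resazurin-to-resorufin fluorescence, excitation 544, emission 590 nm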
PMI act: activators of human PMI, primary screen, biochemical, fluorescence intensity, near-Km mannose 6-phosphate. 190,000 tested, 0.005% active. purified human PMI, coupled resazurin fluorescence, 20 min; stronger effect = higher value; 1 = vehicle control, 0 substrate-free wells. Mannose-6-phosphate isomerase (Homo sapiens), P34949. activation factor at 20 µM;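 active = activation factor of 2 or more at 20 µM, relative to plate controls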
G6PDH CS: L. mesenteroides G6PDH inhibitors, counter-screen for G6PDH-coupled screening assays, biochemical, Leuconostoc mesenteroides enzyme | glucose-6-phosphate dehydrogenase [Leuconostoc mesenteroides] | Purified L. mesenteroides G6PDH, diaphorase/resazurin coupled fluorescence, 45 min | inhibition, % at 5 µM | 200,000 tested, 0.12% active | AID 1020, 2008; in the data active = inhibition above about 50%
TNAP act hiacc: TNAP activators at high phosphate acceptor level, primary screen, biochemical, luminescence, uHTS. Alkaline phosphatase, tissue-nonspecific isozyme (Homo sapiens), P05186. purified TNAP, CDP-star luminescence, 1 M DEA, 30 min; stronger effect = higher value; 0 = EDTA background, 1 = DMSO-only activity. activation factor at 20 µM. 200,000 tested, under 10 active. AID 1136, 2008;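 active = activation factor at least 2 at 20 µM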
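Test system – human TNAP · Doses – 20 µM single point · Incubation – 30 min, room temperature · Signal – luminescent substrate turnover signal · Read-out basis – activation factor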
Diaphorase act: compounds boosting diaphorase resazurin reduction – biochemical, uHTS, resorufin fluorescence, counter-screen for diaphorase-coupled primary assays, primary screen | Diaphorase/resazurin coupled assay, 16 min; stronger effect = higher value; 1 = vehicle wells, 0 = NADH-free wells | activation factor at 20 µM | 190,000 tested, 0.005% active;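 active = diaphorase activity raised at least twofold by the compound at 20 µM; inactive = activation factor below 2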
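System – purified diaphorase enzyme from Clostridium kluyveri · Input – enzyme 0.07 U/mL final · Also added – final NADH 0.114 mM, resazurin 0.1 mM · Measured by – fluorescence of resorufin, 544 nm excitation, 590 nm emission · Timing – 16 min enzyme reaction, ambient temperature · Measure – resorufin increase flagging diaphorase activators or reducers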
TNAP inh hi DEA: human TNAP enzyme inhibitors, primary screen, biochemical, luminescent, high phosphate acceptor level, uHTS; Alkaline phosphatase, tissue-nonspecific isozyme (Homo sapiens), P05186; purified TNAP, CDP-star luminescence, 1 M DEA; inhibition, % at 20 µM; 200,000 tested, 0.03% active;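 active = over 50% inhibition of tissue-nonspecific alkaline phosphatase at 20 µM in the single-dose screen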;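 note: plate controls were DMSO wells for no effect and EDTA-quenched wells as full inhibition for full effect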
The depositor's hits bear a star; / = not tested or not shown.

mol	Diaph inh CS	FLuc act counter	TNAP inh noacc	HMGR II inh	PMI act hi M6P	PMI act	G6PDH CS	TNAP act hiacc	Diaphorase act	TNAP inh hi DEA
COc1ccc(C2OC(=O)CC2C(=O)NCc2ccccc2Cl)cc1OC (configuration not stated)	4	1	-17	0	1	1	5	1	1	-2
FC(F)(F)c1ccccc1NC(=S)NN=C1CCCCCC1	16	1	-30	-5	0.9	0.8	5	1	0.8	0
CCCCC(=O)NC(NC(=O)CCCC)c1ccc(OCCC)c(OC)c1	-8	1.1	-34	4	1.1	1.2	2	1	1.1	-5
CCOC(=O)c1sc(-c2ccccc2)cc1N	22	0.9	-7	1	0.8	0.8	6	1	0.8	-1
O=C(NCc1cccnc1)NC1(c2ccccc2)CC1	22	1.1	-15	2	0.9	1	2	1.1	0.8	-8
COc1ccc(-c2noc(CN(C)S(=O)(=O)c3ccc(C)cc3)n2)cc1	18	1.1	-8	-10	0.9	0.8	-27	1	0.8	0
S=C(c1cn(Cc2ccc(Br)cc2)c2ccccc12)N1CCOCC1	10	1.1	-10	-1	1	0.9	6	1	0.9	-1
COc1cc(NS(=O)(=O)c2ccc3c(c2)oc(=O)n3C)cc(OC)c1OC	18	1.1	-17	-5	1	1	-7	1.1	0.8	-10
COc1ccc(NC(=O)Cn2nc3n(c2=S)CCC3)cc1	8	1.1	-7	1	1	1.1	4	1.1	0.9	-10
CN(C)S(=O)(=O)c1ccc(C(=O)N2CCC(c3nc4ccccc4o3)CC2)cc1	10	1	-5	-12	0.9	0.9	6	1	0.9	0
COc1ccc(/C=N/N(C(C)=O)c2nc(-c3ccc(C)cc3)cs2)cc1	5	1	-6	-3	0.9	0.8	13	1	0.9	-3
Cn1c(SCC(=O)NCC2CCCO2)nnc1-c1cccc(NC(=O)c2ccccc2F)c1 (configuration not stated)	-13	1	-14	2	1	1	5	1	1.1	-4
Oc1ccc2cc(Br)ccc2c1CN1CCCC1	20	1	-12	0	0.6	0.8	8	1	0.8	-1
COc1ccc(NC(=O)CN(C)CC(=O)Nc2ccc(N3CCOCC3)cc2)c([N+](=O)[O-])c1	3	1	-7	-2	0.9	1.1	3	1	1	-2
COc1ccccc1CNC(=O)c1ccccc1N(C)S(C)(=O)=O	13	1	-14	-3	1	1	1	1.1	0.9	-8

The list goes on:
mol	Diaph inh CS	FLuc act counter	TNAP inh noacc	HMGR II inh	PMI act hi M6P	PMI act	G6PDH CS	TNAP act hiacc	Diaphorase act	TNAP inh hi DEA
CCN(CC)c1ccc(/C=N/NC(=O)C(O)(c2ccccc2)c2ccccc2)o1	16	1	3	-5	0.9	1	0	1	0.8	0
CCOc1ccc(NS(=O)(=O)CC23CCC(CC2=O)C3(C)C)cc1 (configuration not stated)	-2	1	-6	-3	1.1	1	-1	1	1	0
N#Cc1c(-c2cccs2)nc(SCC(=O)c2cccs2)[nH]c1=O	65*	1.1	-12	-10	1	0.9	-3	1.1	0.3	-6
CN(C)C(=O)c1cc2cc([N+](=O)[O-])ccc2s1	16	1.1	-3	-3	0.9	0.9	1	1	0.8	-2
NC(=O)CSc1nnc(-c2ccc([N+](=O)[O-])cc2)o1	1	1	-8	14*	1.1	1.1	-4	1	1	0
Cc1cc(C)c2c(n1)SCC(=O)N2CC(=O)NCCC1=CCCCC1	16	1	-7	-7	1	1	0	1	0.8	3
Cn1c(=O)c2cc(S(=O)(=O)NCCC(=O)Nc3ccc(Cl)cc3)ccc2n(C)c1=O	7	1.1	-8	-9	1	1	1	1	0.9	-4
O=C(COC(=O)c1sc2cc(F)ccc2c1Cl)Nc1ncc(Cl)cc1Cl	32	1	-12	-3	0.9	0.8	10	1	0.7	-1
C=CCn1c(SCCN2CCCC2)nc2c([nH]c3ccccc32)c1=O	13	1.1	-11	-3	1	0.9	9	1	0.9	-4
COc1ccc(CNC(=O)c2ccc[nH]2)cc1Cl	8	1.1	-7	-7	1	1	16	1.1	0.9	-6
NC(=O)C(c1ccccc1)c1ncc(C(F)(F)F)cc1Cl (configuration not stated)	6	1.1	-1	1	0.9	0.9	4	1	0.9	1
Cc1cccc(C)c1NC(=S)N1CCCN(C)CC1	5	1.1	2	-3	1	1.2	2	1	1	-3
NS(=O)(=O)c1ccc(NC(=S)NCc2cccs2)cc1	18	1.1	5	-1	1	0.9	9	1	0.8	-2
CC(C)CSc1nnc2[nH]c(=O)cc(N)n12	7	0.9	32	-2	1	1	6	1	0.9	-2
COC(=O)CCC(=O)Nc1ccccc1C(N)=O	12	1	-1	2	0.9	0.9	9	1	0.9	3

(continued)
mol	Diaph inh CS	FLuc act counter	TNAP inh noacc	HMGR II inh	PMI act hi M6P	PMI act	G6PDH CS	TNAP act hiacc	Diaphorase act	TNAP inh hi DEA
c1ccc(CCc2nc(-c3ccccn3)no2)cc1	6	0.8	-9	-2	0.9	0.9	-7	1	0.9	-2
N#CC1=C2SCN(Cc3ccco3)CN2C(=O)CC1c1ccc(Cl)cc1 (configuration not stated)	43	1	-2	/	0.5	0.7	29	1	0.6	-2
O=C(NC1CCCCC1)c1ccc2c(=O)n(CC3CCCO3)c(=O)[nH]c2c1 (configuration not stated)	-2	1	0	1	1	1	9	1	1	-3
Cc1ccc(Cn2cc(SCC(=O)Nc3nccs3)c3ccccc32)cc1	-1	1	3	-10	0.9	0.9	5	1.1	1	-9
CCN1C(=O)C(=O)N(CC(=O)Nc2ccccc2Oc2ccccc2)C1=O	4	1	-4	-2	0.9	0.9	6	1	1	0
O=C(O)C1CCN(C(=O)c2ccccc2Cl)CC1	25	1	-6	-2	0.9	1	3	1	0.7	2
CCOc1ccc(CC(=O)Nc2sc(Cc3ccccc3)cc2C(N)=O)cc1OCC	20	1.1	-10	1	1	1	2	1.1	0.8	-11
COCCCN1C(=O)C(=O)/C(=C(/O)c2ccc(OC)cc2)C1c1cccc(OC)c1 (configuration not stated)	7	1	-11	0	1	1	1	1	0.9	-1
CCN1CCN(C(=O)Nc2ccc(Cc3ccc(NC(=O)N4CCN(CC)CC4)cc3)cc2)CC1	-14	0.9	-13	-1	1	1.1	-1	1.1	1.1	-5
COC(=O)c1ccc(OCCOc2ccccc2)cc1	11	1	-5	0	0.9	0.9	2	1	0.9	0
CCNCc1cc(Cl)cc(OC)c1OC(C)C	2	1	-6	-4	1	0.9	4	1	1	-2
COc1cc(OC)cc(-c2nnc(SCC(=O)N3CCOCC3)o2)c1	4	1	-12	-2	1	1	-7	1.1	1	-6
O=C1CN(C(=O)C2CC2)c2ccccc2N1	8	1	-9	2	1	1	4	1	0.9	-1
Cc1ccc2oc(-c3cccc(NC(=O)c4ccc(Br)o4)c3C)nc2c1	-4	0.8	-5	-3	1	1	2	0.9	1	6
CCOC(=O)C1=C(C)NC(=O)NC1/C=C/c1ccccc1 (configuration not stated)	7	1	-4	-2	1	0.9	0	1	0.9	1

Just PMI act (two entries from above):
SMILES	PMI act
CC(C)CSc1nnc2[nH]c(=O)cc(N)n12	1
COC(=O)CCC(=O)Nc1ccccc1C(N)=O	0.9

More records follow.
mol	Diaph inh CS	FLuc act counter	TNAP inh noacc	HMGR II inh	PMI act hi M6P	PMI act	G6PDH CS	TNAP act hiacc	Diaphorase act	TNAP inh hi DEA
CCCCn1c(-c2csc(CC)c2)n[nH]c1=S	14	0.9	33	-2	0.9	0.9	5	1	0.9	2
Fc1cccc(NCc2ccoc2)c1	12	1.1	-26	-4	1.1	1.1	1	1.1	0.9	-8
CNC(=S)N(Cc1cccs1)Cc1cc2cc(OC)c(OC)cc2[nH]c1=O	23	1.1	-24	0	0.9	0.9	-8	1	0.8	-5
C=C(C)Cn1c(C)cc(C)c(S(=O)(=O)c2ccccc2C)c1=O	14	1	-4	-3	0.9	0.9	4	1	0.9	0
CCn1c(=O)cc(C(F)(F)F)[nH]c1=S	41	1	-12	2	1.2	1.2	10	1.1	0.6	-7
Cc1nc2c3c4c(sc3n3c(SCC(=O)NCc5ccco5)nnc3n2n1)COC(C)(C)C4	22	1.1	-8	-3	1	1	1	1	0.8	-4
O=C(CCCc1nc2ccccc2s1)Nc1nccs1	9	1	-10	-5	1	1	5	1	0.9	-2
CCO/C(C)=N/n1c2nc3ccccc3nc2c2c(=O)n(C3CCCC3)c(C)nc21	12	1.1	-5	-3	1.1	1	2	1	0.9	-4
COc1cccc(CC2(CO)CCCN(CC3=Cc4cc(OC)ccc4OC3)C2)c1 (configuration not stated)	18	1.1	-8	1	0.9	0.9	10	1.1	0.8	-6
CCOC(=O)C1NN=C(C(=O)c2ccccc2)C1c1ccc(Cl)cc1 (configuration not stated)	-1	1.1	-17	-3	1	1.1	4	1	1	-4
NC(=S)N/N=C/c1ccccc1	19	1	-19	-2	1	0.9	0	1	0.8	-1
Cc1ccccc1NC(=O)OCc1cccnc1Oc1ccc(Cl)cc1	15	1	-10	-4	0.9	0.9	-2	1	0.9	-2
Cc1ccnc2nc(C(=O)Nc3nnc(CC(C)C)s3)nn12	16	1.1	-9	1	1	1	-2	1.1	0.8	-6
CC(=O)Nc1ccc(NC(=O)CSc2ccc3nnc(CCNC(=O)c4ccccc4)n3n2)cc1	4	1.1	-6	-1	1.1	1.1	-4	1	1	-2

Looked up above.
COc1cccc(CC2(CO)CCCN(CC3=Cc4cc(OC)ccc4OC3)C2)c1 (configuration not stated) in TNAP inh hi DEA has -6
CCCCn1c(-c2csc(CC)c2)n[nH]c1=S in HMGR II inh has -2
